# Bioassay records (PubChem)
# Nrf2 ARE act – qHTS of Nrf2 Activators; AREc32 ARE-luciferase reporter (MCF7-derived line), luminescence, 24 h; Potency, µM (highest dose often 46.1 µM), without a hit: top-dose activation, hits mostly activators; 0.31% of 410,000 active; also: potency is read from the fitted curve at half-maximal effect; % of control where 0% means no effect; nearly all actives have a fitted effect of over 65% in size
#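 Steps: seed AREc32_Fluc cells (1000/well, 5% FBS OPTI-MEM); incubate overnight at 37 deg C; add 23 nL compound; incubate 24 hr; add Steady-Glo; hold 30 min RT; read luminescence.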
# A549 tox – Nrf2 qHTS screen for inhibitors: counterscreen for cytotoxicity | Potency, µM (highest dose often 46 µM), inactives show top-dose activity change, negative = cytotoxicity, most hits filed as inhibitors | AID 504648, 2011 | 0.16% of 390,000 active | A549 ARE-Fluc cells, CellTiter-Fluor viability, 18-24 h; also: potency is read from the fitted curve at half-maximal effect; % is scaled to controls: 0 for no effect and ±100 for the full control effect
#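 A549 ARE-Fluc cells in 5% FBS OPTI-MEM, 5000 cells/well, rested 2 h then exposed to compounds in concentration-response for 18-24 h at 37 °C. Viability by CellTiter-Fluor fluorescence (Ex 405/Em 525) after 30 min; luciferase luminescence (BugLite, 15 min, RT) read afterwards.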
# CCT modulator – High-Throughput Screening for Modulators of Cytosolic Chaperonin Activity. activity change, % (no concentration beside the values), hits read low. AID 651819, 2012. purified chaperonin ATPase assay, HTRF ADP detection, 30 min. 0.3% of 360,000 active; in the data active = activity change below about -30%; also: % is scaled to controls: 0 for no effect and ±100 for the full control effect
#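 TRiC at 40 or 20 nM final (batch-dependent) in 30 mM Tris pH 7.4, 100 mM KCl, 5 mM MgCl2, 1 mM DTT, with compound at single 76 uM and 10 uM ATP, 30 min at 37 deg C. ADP detected by HTRF Transcreener, 665/615 ratio.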
# S2 tox – Viability Counterscreen for Primary qHTS for Inhibitors of ATXN expression; S2 cells (HEK-293 line with an ATXN2-luciferase reporter) viability, CellTiter-Fluor protease fluorescence, 24 h; Potency, µM (series often up to 56.7 µM), actives largely listed as cytotoxic; 0.49% of 400,000 active; AID 651635, 2014; also: potency is read from the fitted curve at half-maximal effect; nearly all actives have a fitted effect of over 40% in size
# TGFb SMAD3 inh – qHTS for Inhibitors of TGF-b; HepG2 CAGA-GFP TGF-b/SMAD3 reporter, GFP fluorescence, 18 h; TGF-beta stimulated, 500 pg/mL final; Potency, µM (titrated, usually from 46.1 µM), for inactives: top-dose activity, negative = inhibition, usual class: inhibitors; 1.2% of 410,000 active; AID 588855, 2011; also: potency is read from the fitted curve at half-maximal effect; % is scaled to controls: 0 for no effect and ±100 for the full control effect; nearly all actives have a fitted effect of over 65% in size
#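 Inhibition of TGF-beta-driven CAGA-GFP reporter expression in HEPG2 cells is measured by cellular GFP fluorescence after 18 h stimulation with 500 pg/mL recombinant TGF-beta in 1% FBS medium at 37 degrees C.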
# HepG2 tox – qHTS for Inhibitors of TGF-b: Cytotox Counterscreen | HepG2 CAGA-GFP viability, ATP luminescence, 18 h | Potency, µM (series often up to 46.1 µM), for inactives: top-dose activity change, negative = cytotoxicity, usual class: cytotoxic | 0.76% of 410,000 active; also: potency is read from the fitted curve at half-maximal effect; some results filed as inactive show a strong effect at the top dose
#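 HepG2 CAGA-GFP cells (1000/well, DMEM with 1% FBS) received compound, then TGF-beta at 500 pg/mL final, and were incubated 18 hours at 37 degrees C. Viability was read by CellTiter-Glo luminescence. Media-only wells were set as complete cell-killing and DMSO as no toxicity.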
# Akt phos inh – HTS Assay for Inhibitors of Akt Phophorylation: Primary Screen; Neuro2A IGF-stimulated pAkt S473 HTRF, 20 min; hits give low values; 0.32% of 360,000 active; AID 651550, 2012; activity change, % for hits at 50 µM; in the data active = activity change below about -80%; inconclusive = mostly about -51% to -80%; also: % is scaled to controls: 0 for no effect and ±100 for the full control effect
#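 Neuro2A cells in DMEM with 0.5% FBS, overnight at 37 deg C, given compound at single 50 µM final, then IGF (6 nM final) for 20 min at 37 deg C. Lysed; phospho-Akt Ser473 by HTRF after 24 h, 665/615 ratio.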
# Nrf2 inh – Nrf2 qHTS screen for inhibitors | A549 ARE-Fluc reporter, luciferase luminescence, 18-24 h | Potency, µM (doses to about 46 µM), for the others: top-dose activity change, negative = inhibition, usual class: inhibitors | 2.1% of 360,000 active; also: potency is read from the fitted curve at half-maximal effect; % is scaled to controls: 0 for no effect and ±100 for the full control effect; nearly all actives have a fitted effect of over 60% in size
#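 In this cell-based qHTS, ARE-driven firefly luciferase in A549 cells reports Nrf2 activity; the luminescent signal after BugLite lysis is the measured value, with a prior CellTiter-Fluor read for cell health.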
# Mm-Cpn inhibitor – Inhibitors of TCP-1 ring complex (TRiC) of Methanococcus maripaludis (MmCpn): qHTS; Potency, µM (doses to about 76.9 µM), inactives show top-dose activity, negative = inhibition, most hits filed as inhibitors; 0.031% of 330,000 active; Chaperonin Mm-Cpn (Methanococcus maripaludis); purified Mm-Cpn ATPase, ADP Transcreener TR-FRET; also: potency is read from the fitted curve at half-maximal effect; % is scaled to controls: 0 for no effect and ±100 for the full control effect; nearly all actives have a fitted effect of over 80% in size
#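 ATPase read-out: TR-FRET ADP immunoassay (anti-ADP Eu cryptate vs ADP-d2), ex 320 nm, em 590/665 nm; signal drops as ADP forms. Enzyme 25 nM, ATP 10 uM, 30 min at 37°C after 10 min compound preincubation.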
# * hit, by the source's call; i = inactive; u = inconclusive; x = no result given; [ ] = another dose, or the depositor's remark. Unless noted, calls follow the shape of the dose curve; as a rule, active = well fitted curve in the direction sought with a large enough effect; inconclusive = small, poorly fitted or top-dose-only effect, or another doubt; inactive = no such curve, though single readings can be large; an effect the other way counts as inactive or inconclusive.
SMILES,Nrf2 ARE act,A549 tox,CCT modulator,S2 tox,TGFb SMAD3 inh,HepG2 tox,Akt phos inh,Nrf2 inh,Mm-Cpn inhibitor
Cc1nn(S(=O)(=O)c2ccccc2)c(C)c1S(=O)(=O)N1CCOCC1,-0.3%,2%,0.8,i,-2%,12%,i,8%,-4%
Cn1cnc(S(=O)(=O)Nc2cc(-c3ccc(Cl)cc3)nn2C)c1,0.4%,9%,-1.9,i,-3%,7%,i,1%,-17%
CC(C)(C)C(=O)CSc1nccc(=O)[nH]1,-0.3%,-1%,0.9,i,-7%,-19%,i,15%,1%
CCC(=O)N1CCc2cc(S(=O)(=O)CCC(=O)O)ccc21,0.1%,1%,-0.4,i,5%,6%,i,20%,0%
CCOc1ccc(S(=O)(=O)Nc2ccc(C(=O)N/N=C/c3c(C)nn(-c4ccccc4)c3N3CCCC3)cc2)cc1,0.0%,2%,-0.9,i,u,-8%,i,-28%,0%
NNc1nnc2c3cc(F)ccc3n(Cc3ccccc3)c2n1,0.2%,-21%,2.5,u,-8%,-54%,i,u,-1%
CCOC(=O)C1=C(C)NC(=O)NC1c1ccc(N2CCC(c3ccccc3)=N2)cc1 (configuration not stated),3.6%,3%,-1.7,x,4%,-14%,i,22%,-2%
COc1ccc(C(=O)N(Cc2ccco2)Cc2ccco2)cc1,6.7%,-1%,x,x,0%,-16%,x,-6%,x
COC(=O)c1[nH]c(C)c(/C(O)=C2\C(=O)C(=O)N(CCN3CCOCC3)C2c2ccc(C)o2)c1C (configuration not stated),0.1%,1%,-2.1,i,-3%,1%,i,5%,-1%
CC1(C)Cc2ccccc2-c2c1c(=O)n(Cc1ccccc1)c1nnnn21,0.2%,12%,0.0,i,-3%,1%,i,12%,0%
COc1ccccc1N1CCN(c2cc(=O)n(-c3ccccc3Cl)c(=O)[nH]2)CC1,-0.2%,3%,-2.2,i,1%,0%,x,x,0%
CCOC(=O)/C(=C/c1ccc(OC(F)F)cc1)C1=Nn2c(nnc2-c2ccc(Cl)cc2)SC1,u,u,-0.3,7.9µM*,u,3.2µM*,i,u,x
CS(=O)(=O)N(Cc1ccc(C(=O)NN=C2CCCCCC2)cc1)c1ccccc1,5.4%,0%,2.8,i,-1%,1%,i,-18%,0%
Cc1ccc(NCc2nnc(SCC(=O)c3ccccc3)o2)c(C)c1,4.8%,-1%,2.0,i,0%,-32%,i,16%,0%
CNc1c(NC(=O)COc2ccc(Cl)cc2)c(=O)oc2ccccc12,2.7%,-5%,-1.2,i,18%,2%,i,-14%,0%
COc1ccc(CCN2C(=NC(=O)CCC(=O)O)SC3CS(=O)(=O)CC32)cc1OC (configuration not stated),-0.1%,-7%,0.2,i,2%,11%,i,-14%,-3%
CCOC(=O)c1[nH]c(COC(=O)CCOc2ccccc2OC)c(C(=O)OCC)c1C,0.2%,-16%,2.9,x,19%,-24%,x,-1%,0%
CCOC(=O)C1CCCN(CC(=O)c2c[nH]c3ccc(C)cc23)C1 (configuration not stated),-0.3%,-4%,1.6,i,u,-20%,i,10%,-3%
CCS(=O)(=O)c1ccc2oc(Nc3ccc(OC)c(OC)c3)nc2c1,3.1%,3%,-1.1,i,-4%,-2%,i,7%,0%
Cc1ccnc(SCCn2c(N3CC(C)CC(C)C3)nc3c2c(=O)n(C)c(=O)n3C)n1 (configuration not stated),-0.5%,x,-0.3,i,-3%,6%,i,15%,3%

# Entries of single compounds, quoted from the list.
# CCS(=O)(=O)c1ccc2oc(Nc3ccc(OC)c(OC)c3)nc2c1 across the screens: Nrf2 ARE act = 3.1%; A549 tox = 3%; CCT modulator = -1.1; S2 tox = i; TGFb SMAD3 inh = -4%; HepG2 tox = -2%; Akt phos inh = i; Nrf2 inh = 7%; Mm-Cpn inhibitor = 0%
# CCOc1ccc(S(=O)(=O)Nc2ccc(C(=O)N/N=C/c3c(C)nn(-c4ccccc4)c3N3CCCC3)cc2)cc1 across the screens: Nrf2 ARE act = 0.0%; A549 tox = 2%; CCT modulator = -0.9; S2 tox = i; TGFb SMAD3 inh = u; HepG2 tox = -8%; Akt phos inh = i; Nrf2 inh = -28%; Mm-Cpn inhibitor = 0%
# Cc1nn(S(=O)(=O)c2ccccc2)c(C)c1S(=O)(=O)N1CCOCC1 across the screens: Nrf2 ARE act = -0.3%; A549 tox = 2%; CCT modulator = 0.8; S2 tox = i; TGFb SMAD3 inh = -2%; HepG2 tox = 12%; Akt phos inh = i; Nrf2 inh = 8%; Mm-Cpn inhibitor = -4%

# The listing continues:
SMILES,Nrf2 ARE act,A549 tox,CCT modulator,S2 tox,TGFb SMAD3 inh,HepG2 tox,Akt phos inh,Nrf2 inh,Mm-Cpn inhibitor
Cc1ccc(/C=N/NC(=O)NC2CCCCC2)o1,3.6%,2%,1.8,i,-5%,-4%,i,u,-6%
CCCCC(c1nnnn1Cc1ccco1)N1CCN(C(=O)c2ccco2)CC1 (configuration not stated),0.3%,-9%,-0.1,i,-2%,-14%,i,-13%,0%
COc1ccc(Cc2nnc(NC(=O)c3c(-c4ccccc4)noc3C)s2)cc1,-0.1%,4%,-0.8,i,1%,-5%,i,-1%,1%
COc1ccc(NC(=O)CSc2nnc(C3CC3)n2C)cc1,0.0%,-7%,-1.8,i,-5%,-24%,i,-15%,-3%
COc1ccc(CN(C)C(=O)C2CCN(S(=O)(=O)c3cccs3)CC2)cc1F,0.2%,-6%,-0.7,i,-3%,6%,i,-13%,0%
CCC(CC)c1nc(NCCC(=O)O)c2ccccc2n1,-0.5%,0%,-0.2,i,0%,4%,i,2%,0%
CNc1ccc(S(=O)(=O)NCC(=O)NCCCc2ccccc2)cc1[N+](=O)[O-],0.5%,-6%,1.8,i,18%,-5%,i,4%,1%
N#C/C(=C\c1ccncc1)c1ccc(NC(N)=O)cc1,2.7%,1%,-4.0,i,-9%,-9%,i,10%,-4%
CCC(=O)c1ccc(OCC(=O)Nc2ccc(S(=O)(=O)Nc3cc(C)nc(C)n3)cc2)cc1,-0.8%,2%,0.7,u,1%,1%,i,5%,4%
CN(C)c1nnnn1-c1ccc(OC(F)(F)F)cc1,-0.2%,2%,-2.2,i,1%,-11%,i,-6%,1%
O=S1(=O)CC2N=C(N(Cc3ccc(F)cc3Cl)c3ccccc3F)SC2C1 (configuration not stated),3.2%,-4%,-1.7,u,-5%,-4%,i,2%,-2%
CCOc1ccc(OCC(=O)N2CCOCC2)cc1,-1.0%,-3%,-5.5,i,22%,3%,-98%*,x,0%
Cc1ccc(C[n+]2cc(-c3ccc(Cl)cc3)n3c2CCC3)cc1,-0.5%,-1%,-0.5,u,-10%,-32%,i,14%,-5%
Cc1nnc(SCC(=O)Nc2nc(-c3ccc(F)cc3)cs2)[nH]c1=O,-0.4%[9.22 µM],7%,-1.3,i,9%,0%,i,9%,-4%
O=c1cc(-c2ccc(O)cc2)oc2cc(O)cc(O)c12,-1.3%,u,0.2,u,u,-3%,x,u,x
Cc1cc(NC(=O)CSc2nc3ccsc3c(=O)n2NC(=O)c2ccccc2)no1,u,-3%,0.0,i,0%,2%,i,u,0%
CCc1ccc(C(=O)COC(=O)c2ccc(Cl)nc2)cc1,0.9%,-12%,2.1,i,2%,2%,i,1%,3%
CCOC(=O)C1(C)C=C(Nc2ccc(C)cc2)C(=O)N1c1ccc(C)cc1 (configuration not stated),0.9%,4%,-2.6,i,-8%,0%,i,8%,-1%
CC1CCCCN1S(=O)(=O)c1ccc2c(c1)CCN2C(=O)C1CCC1 (configuration not stated),0.5%,-1%,-7.7,i,7%,-22%,i,-12%,0%
COC(=O)C1C(O)=C(C=NC2CCCCC2)C(=O)CC1(C)C (configuration not stated),-0.3%,2%,-3.0,i,10%,2%,i,5%,0%
COC(=O)c1cc2sc(C)cc2n1Cc1ccc(Br)cc1F,4.2%,0%,x,x,x,-17%,x,6%,x
Cc1ccc(-c2ccc(C)c(N)c2C)c(C)c1N,2.8%,12%,-3.0,i,-15%,-32%,i,-15%,-1%
CCN=C1NN=C(c2cc(C)n(CCc3ccccc3)c2C)CS1,5.7%,0%,-2.2,i,1%,-13%,i,u,-2%
CCCCCC(CC(=O)NO)C(=O)NC(C(=O)N1CCCC1CO)C(C)C (configuration not stated),-0.9%,-15%,-2.8,i,14%,-15%,i,u,-1%
COCCCNC(=O)C1CCN(Cc2cc3ccccc3n2Cc2ccccc2C)CC1,13%,-15%,x,u,u,-24%,x,x,x
COC(C[C@H](O)C[C@H](O)[C@H](C)OCc1ccccc1)OC,-1.0%,-1%,1.0,i,5%,-14%,i,-8%,2%
CCN(CC)C(=O)c1ccc(-c2nnc(Nc3cccc(O)c3)c3ccccc23)cc1,-0.1%,5%,-1.2,i,-10%,-12%,i,-18%,0%
COCCN1C(=O)N[C@@H](c2cccc(C(F)(F)F)c2)[C@H](C(C)=O)[C@H]1C,0.1%,-2%,0.0,i,u,18µM*,i,4%,x
Cc1ccccc1C(=O)NC1(C(F)(F)F)N=C(c2ccccc2)N(Cc2ccccc2)C1=O (configuration not stated),0.4%,11%,x,i,0%,-19%,x,6%,x
CCN(CC)C(=O)C1CCN(Cc2ccc(OCc3ccccc3)cc2)CC1,2.3%,-16%,-2.0,i,0%,-21%,i,-3%,-2%
Cc1ccc(-c2nc(C=Nc3ccccc3)c(O)o2)cc1,-0.7%,-2%,-4.2,u,u,-3%,i,u,3%

# Marked active in Akt phos inh, among the entries above:
Molecule,CCT modulator,TGFb SMAD3 inh,Akt phos inh,Nrf2 inh,Mm-Cpn inhibitor
CCOc1ccc(OCC(=O)N2CCOCC2)cc1,-5.5,22%,-98%*,x,0%
